Source: PubChem (several laboratories)
T cell HTS – T cell immune modulators affecting CD8 T cell-vesicle binding. 2C CD8+ T cell-vesicle binding, flow cytometry; hits give low values. calls only at 7 µM. 330,000 tested, 0.068% active;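 active = response, share of CD8 T cells binding vesicles, and their 90th percentile fluorescence all below set limits, cut at about 80% in these data, passing the limit was not always enough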
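Benchmarks: naked versus QL9-loaded vesicles / Assay system: purified 2C TCR transgenic mouse naive CD8+ T cells / Technique: high-throughput flow cytometry with anti-B7-1 and anti-CD8 staining / Timing: Cell–vesicle co-incubation 1.5 h at 37 °C, staining 20 min on ice / Read-out: percent CD8+ FL2 mean versus row control / Probe or stimulus: QL9-loaded Drosophila micro-vesicles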
RSV CPE inhibition – RSV antiviral activity via CPE protection, HEp-2 cells, primary 10 µM value included (AID 2391). HEp-2 cells, RSV-induced CPE inhibition; higher % means a stronger effect. CPE inhibition, % at 10 µM, or IC50 in µM where a hit was titrated. 310,000 tested, 0.13% active; in the data active = a potency from the dose series; inconclusive = CPE inhibition mostly from about 23% at the one dose, without a potency; inactive = the rest, 99 in 100 with CPE inhibition below about 21%; note: strong numbers were not always called active
NTR1 ag – NTR1-driven beta-arrestin-GFP spot formation – imaging, U2OS cells, high content, primary screen (AID 493036); P30989; agonist mode; activation, % at 20 µM; 330,000 tested, 0.17% active;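 active = activation at or above 40% of the spot to cytoplasm intensity ratio, with at least 20 cells analyzed; inconclusive = wells under 20 cells, flagged as cytotoxic or low count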;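 note: 0% = DMSO without peptide and 100% = 100 nM NTR1 peptide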
Target sequence (P30989 whole entry, looked up): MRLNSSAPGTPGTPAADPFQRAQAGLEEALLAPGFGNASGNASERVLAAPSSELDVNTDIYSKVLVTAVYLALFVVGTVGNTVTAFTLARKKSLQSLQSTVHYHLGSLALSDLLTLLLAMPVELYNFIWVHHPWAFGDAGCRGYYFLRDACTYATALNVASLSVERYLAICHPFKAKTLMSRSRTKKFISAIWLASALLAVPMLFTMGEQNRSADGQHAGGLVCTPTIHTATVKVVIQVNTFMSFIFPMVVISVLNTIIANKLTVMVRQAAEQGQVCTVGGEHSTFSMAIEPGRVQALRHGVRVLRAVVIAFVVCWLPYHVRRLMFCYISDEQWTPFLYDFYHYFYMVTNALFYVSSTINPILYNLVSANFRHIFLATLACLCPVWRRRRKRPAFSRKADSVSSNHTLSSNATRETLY
Salmonella PhoP GFP – inhibitors of PhoP regulon expression, primary screen, Salmonella Typhimurium, GFP reporter (AID 1863); S. Typhimurium PhoP-regulated promoter GFP reporter, 4 h; higher % means a stronger effect; one-dose inhibition, % at 50 µM; IC50 in µM for titrated hits; 300,000 tested, 0.16% active;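 active = inhibition over 29.93%, a cutoff 3 SD above the screen mean, later confirmed by dose response; inconclusive = inhibition over 29.93% but no dose response follow-up; inactive = inhibition at most 29.93% or unconfirmed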;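 note: 0% = low Mg2+ inducing control and 100% = high Mg2+ repressing control; strong numbers were not always called active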
West Nile virus CPE – inhibition of WNV-induced cytopathic effect – cell-based, CPE readout (AID 1621). 290,000 tested, 0.02% active. West Nile virus-infected cells, CPE inhibition; higher % means a stronger effect. CPE inhibition, % at 10 µM, or IC50 in µM where a hit was titrated; in the data active = a potency from the dose series; inconclusive = CPE inhibition mostly from about 3.7% at the one dose, without a potency; inactive = the rest, 99 in 100 with CPE inhibition below about 2.2%; note: strong numbers were not always called active
Large T inhibition – SV40 large T antigen inhibitors, biochemical (AID 1903). SV40 large T antigen ATPase/helicase inhibition assay; higher % means a stronger effect. one-dose inhibition, % at 20 µM; IC50 in µM for titrated hits. 310,000 tested, 0.39% active; in the data active = a potency from the dose series; inconclusive = inhibition mostly from about 32% at the one dose, without a potency; inactive = the rest, 99 in 100 with inhibition below about 32%; note: strong numbers were not always called active
UTI89 phage lysis – protection from phage-mediated lysis, alamar blue read-out – E. coli UTI89, K1F phage, bacterial capsule biogenesis inhibitors (AID 488966); E. coli UTI89 K1F phage lysis, alamar blue, 2 h; higher % means a stronger effect; inhibition, % at 100 µM; hits with a dose series show IC50 in µM; 340,000 tested, 0.02% active;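 active = phage lysis inhibition, versus mean bacterial control, above a set limit; inconclusive = no clear call, values can overlap the other calls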;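 note: capsule biogenesis inhibitors block K1F phage lysis so surviving cells raise fluorescence; higher fluorescence means more inhibition of phage lysis; actives were called in the ten point dose series up to 300 µM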
MgcRacGAP inhibition – MgcRacGAP GTPase-activating activity inhibitors, confirmation, biochemical, ADP Hunter fluorescence; MgcRacGAP-stimulated Rac1 GTP hydrolysis, ADP Hunter fluorescence; higher % means a stronger effect; GST-tagged Rac1 F28L mutant substrate; one-dose inhibition, % at 30 µM; IC50 in µM for titrated hits; 340,000 tested, 0.6% active;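 active = first-screen hits whose inhibition reached a set limit at any dose in the follow-up dose series; inconclusive = inhibition above the set first-screen limit but never retested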;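 note: fluorescence reports GDP produced by GAP-driven GTP hydrolysis; strong numbers were not always called active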
NS5 inhibitors – Dengue-2 NS5 methyltransferase inhibitors, primary screen, biochemical, confirmation dose response (AID 588689) | Dengue-2 NS5 methyltransferase capping enzyme assay, biochemical; higher % means a stronger effect | inhibition, % at 25 µM, or IC50 in µM where a hit was titrated | 340,000 tested, 0.3% active; in the data active = a potency from the dose series; inconclusive = inhibition above about 29% without an active follow-up result
T cell HTS vesicle-bound % – recorded beside T cell HTS, whose call it bears; double positive events, %; measured here: CD8+ vesicle-bound cell fraction;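 binding gate set so that unloaded-vesicle control wells show 10% double positive cells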
NTR1 ag cell count 20 µM – further read-out of NTR1 ag, marked with its call; cell count; measured here: cell count, cytotoxicity flag
NS5 inhibitors pilot replicate – also measured in NS5 inhibitors; calls as there; inhibition, %; measured here: pilot screen replicate inhibition
Starred values were filed as active, the others as inactive; i = inactive; ? = inconclusive; · = no result given; [ ] = remark or other dose.

SMILES | T cell HTS | T cell HTS vesicle-bound % | RSV CPE inhibition | NTR1 ag | NTR1 ag cell count 20 µM | Salmonella PhoP GFP | West Nile virus CPE | Large T inhibition | UTI89 phage lysis | MgcRacGAP inhibition | NS5 inhibitors | others
COc1cccc(C2NC(=S)NC3=C2CCc2ccccc23)c1 (stereo not given) | i | 56 | 1.4% | 1.8 | 41 | -5% | -0.4% | 0% | 1.0%[50 µM] | 6% | 8%
O=C(NC1CCN(Cc2ccccc2)CC1)C1CCCN(S(=O)(=O)c2cccc3nonc23)C1 (stereo not given) | i | 17 | -0.2% | 0.5 | 54 | -7% | -0.3% | 20% | 0.5% | 0% | -1%
CC1CCN(C(=O)CC(NC(N)=O)c2ccccc2Cl)CC1 (stereo not given) | i | 42 | 1.6% | -1.6 | 49 | 1% | -0.3% | 12% | 1.1% | 5% | 4%
CCOC(=O)c1cccc(NC(=O)CN(c2ccc(C)cc2)S(=O)(=O)c2c(C)n[nH]c2C)c1 | i | 38 | 0.8% | -1.5 | 57 | 8% | 0.3% | 8% | -0.3% | -1% | 0%
COc1ccc(OCC(=O)NC(=S)Nc2ccc(S(=O)(=O)Nc3cc(OC)nc(OC)n3)cc2)cc1 | i | 50 | 2.5% | -0.6 | 30 | -8% | 0.3% | 10% | 0.1% | 2% | -5%
CC1(c2nnc(-c3ccccc3)o2)CC(c2ccc([N+](=O)[O-])cc2)=NO1 (stereo not given) | i | 15 | 1.0% | 0.8 | 91 | · | -0.2% | 6% | 0.0% | 10% | -5%
COc1ccc(S(=O)(=O)N2CCOCC2)cc1NC(=O)COC(=O)c1oc2ccccc2c1C | i | 40 | 1.5% | 2.2 | 67 | · | · | · | 0.4%[50 µM] | 1% | -8%
CC(=O)N/C(N)=N/c1nc2cc([N+](=O)[O-])ccc2o1 | i | 34 | · | 1.1 | 57 | -11% | 0.0% | 10% | 1.4% | 13% | 6%
CC1(C)CC(=O)C2=C(C1)N(c1ccc(F)cc1)C(=O)CC2c1cccnc1 (stereo not given) | i | 31 | 0.4% | 9.6 | 56 | 10% | -0.2% | -1% | -1.0% | 5% | -1%
O=C(NCC1CCCO1)c1ccc(Br)s1 (stereo not given) | i | 53 | 2.4% | -0.5 | 83 | 0% | 0.0% | 10% | 0.0% | 9% | -3%
Cn1cc(C(=O)C(=O)N2CCCC2)c2ccccc21 | i | 56 | 2.5% | -0.9 | 51 | -2% | 0.0% | 5% | 0.4% | 11% | -2% | NS5 inhibitors pilot replicate=3.4
CCc1ccc(NC(=O)CCNC(=O)Cn2cnc3ccccc3c2=O)cc1 | i | 46 | 1.7% | 1.0 | 43 | 2% | -0.7% | 6% | 0.1% | 9% | -11%
Cc1sc2nc(CN(C(=O)c3cccs3)C3CCCC3)[nH]c(=O)c2c1C | i | 22 | ? | 2.3 | 44 | -5% | -0.6% | 1% | 5.8% | 7% | 9%
O=C1C=C(c2cccc3c2oc2ccccc23)CCC1 | i | 53 | 0.6% | 4.8 | 84 | · | 0.1% | 5% | 0.6% | 7% | -2%
COc1ccc(NC(c2ccccc2)c2ccncc2)cc1 (stereo not given) | i | 23 | 1.7% | -1.1 | 75 | -6% | 0.1% | 19% | -0.2% | · | -9%
CN(C)c1cccc(C(=O)OCC(=O)Nc2ccccc2Cl)c1 | i | 40 | 1.7% | -1.4 | 69 | 6% | -0.8% | 13% | 0.1% | 3% | 1%
CCc1ccc(NCCC(=O)c2ccc(Br)cc2)cc1 | i | 11 | 0.9% | 1.2 | 84 | 13% | 1.0% | 0% | -2.1% | 7% | -8%
Cc1ccc2c(C(=O)CN3CCCC(C)C3)c(C)[nH]c2c1 (stereo not given) | i | 20 | -0.3% | -0.7 | 95 | 25% | -1.4% | -8% | 0.0% | 14% | -4%
CSc1nc2cc(C)nn2c(-c2ccccc2Cl)c1C#N | i | 46 | 1.3% | 1.3 | 52 | -4% | 0.2% | 8% | 0.6% | 13% | -8%
O=C(O)COc1ccccc1/C=N/NC(=O)CNC(=O)c1ccc(F)cc1 | i | 38 | 0.4% | 0.2 | 56 | -7% | 0.5% | · | 0.2% | 8% | -5%
O=C(NCCCc1ccccc1)c1cccc(Br)c1 | i | 28 | 2.3% | -1.2 | 68 | · | · | 10% | -0.2% | 10% | 10%
CCOC(=O)N1CCN(c2c(N3CCC(N4CCCCC4)CC3)c(=O)c2=O)CC1 | i | 33 | 3.5% | -0.1 | 89 | 3% | 0.3% | 3% | -1.1% | 1% | -4%
Cc1ccc(CS(=O)Cc2ccc(C(=O)NC3CCCCCC3)o2)cc1 (stereo not given) | i | 4 | 1.7% | 0.6 | 63 | -2% | -0.6% | 6% | 0.1% | -1% | -9%
Cc1cc(OCCCCCNCCO)ccc1Cl | i | 22 | -0.9% | 0.3 | 89 | 13% | -0.7% | -3% | 3.0% | -3% | -4%
CCOC(=O)N1CCN(C(=O)CSCc2ccccc2C)CC1 | i | 54 | 0.7% | -0.9 | 47 | 6% | 1.0% | 6% | 0.2% | 12% | -6%

Looked up by structure from above (two):
SMILES | T cell HTS | T cell HTS vesicle-bound % | RSV CPE inhibition | NTR1 ag | NTR1 ag cell count 20 µM | Salmonella PhoP GFP | West Nile virus CPE | Large T inhibition | UTI89 phage lysis | MgcRacGAP inhibition | NS5 inhibitors | others
CC(=O)N/C(N)=N/c1nc2cc([N+](=O)[O-])ccc2o1 | i | 34 | · | 1.1 | 57 | -11% | 0.0% | 10% | 1.4% | 13% | 6%
COc1cccc(C2NC(=S)NC3=C2CCc2ccccc23)c1 (stereo not given) | i | 56 | 1.4% | 1.8 | 41 | -5% | -0.4% | 0% | 1.0%[50 µM] | 6% | 8%

(next part)
SMILES | T cell HTS | T cell HTS vesicle-bound % | RSV CPE inhibition | NTR1 ag | NTR1 ag cell count 20 µM | Salmonella PhoP GFP | West Nile virus CPE | Large T inhibition | UTI89 phage lysis | MgcRacGAP inhibition | NS5 inhibitors | others
COC(=O)[C@@H](Cc1ccccc1)NC(=O)NCCc1ccccc1 | i | 48 | 0.5% | -0.2 | 91 | 2% | 0.1% | 2% | 0.2% | 0% | -6%
Cc1ccccc1NC1=C/C(=N\S(=O)(=O)c2cccs2)c2ccccc2C1=O | i | 28 | -3.6% | 40* | 99* | 11% | -2.0% | -7% | -0.6% | 7% | 63%
O=C(CSc1ncccn1)NC(=O)Nc1ccc2c(c1)OCCO2 | i | 4 | 0.7% | 0.7 | 51 | 12% | 0.1% | 11% | -0.4% | 6% | -5%
CC(=O)Nc1c(O)nc(SCC(=O)Nc2cccc(C)c2)[nH]c1=O | i | 16 | 1.7% | -0.5 | 49 | 6% | -0.4% | 8% | 0.6% | 2% | 5%
COc1ccc(CC(=O)NC(C)c2nnc(SCCC(=O)Nc3ccccc3)n2C)cc1 (stereo not given) | i | 19 | -2.2% | 3.7 | 59 | 3% | -0.8% | 2% | -0.8%[50 µM] | 9% | -3%
Cc1ccc(C)c(NC(=O)CSc2nnc(CSc3nc(C)cc(C)n3)n2Cc2ccco2)c1 | i | 35 | 3.3% | -1.1 | 78 | -4% | -0.7% | 24% | -0.2% | 5% | 3%
FC(F)(F)c1ccc(N/N=C/c2cccnc2)nc1 | i | 20 | 1.0% | -0.1 | 43 | -1% | -0.7% | 0% | 0.4% | 5% | -7%
CCOC(=O)c1sc(N)c(C#N)c1CSc1nnc(C2CCCCC2)n1N | i | 16 | 3.4% | -0.5 | 92 | 24% | 0.5% | 27% | -0.7% | 5% | -7%
CCn1c(=O)c(C(=O)NCc2ccc(OC)cc2)c(O)c2ccccc21 | i | 41 | 1.5% | 5.0 | 46 | -17% | 0.2% | 5% | -0.1% | 7% | 1%
CCC(C)NC(=S)NNC(=O)c1ccncc1 (stereo not given) | i | 26 | -0.9% | -1.0 | 43 | -6% | 0.4% | 9% | -0.8% | 1% | ·
Cc1cccc(NC(=O)CNC(=O)CSc2nnc(C(F)(F)F)n2C)c1C | i | 49 | 0.2% | 1.4 | 46 | · | · | · | 1.1%[50 µM] | 6% | -4%
c1ccc(CNCC2COc3ccccc3O2)cc1 (stereo not given) | i | 25 | 0.5% | -0.9 | 59 | 2% | 0.1% | 1% | 2.5% | 4% | -2%
CCCCn1c(N)c(N(CC)C(=O)c2cnc(C)cn2)c(=O)[nH]c1=O | i | 26 | 0.9% | 2.9 | 85 | · | · | · | 0.4%[50 µM] | 0% | 4%
c1ccc2c(CN3CCSCC3)cccc2c1 | i | 66 | 1.0% | 1.0 | 71 | 9% | -0.2% | 2% | 0.3% | 23% | -1%
Cc1cc(NC(=O)c2ccc3c(c2)OCCO3)no1 | i | 29 | 0.9% | -0.2 | 44 | 0% | -0.1% | 2% | 0.6% | 10% | -7%
CCn1c(N2CCN(C(=O)NC3CCCCC3)CC2)nc2ccccc21 | i | 29 | 1.3% | 0.2 | 85 | 0% | -0.4% | 6% | 1.6% | 8% | 0%
C=C(C)c1cccc(C(C)(C)NC(=O)N2CCN(c3ccccc3OC)CC2)c1 | i | 11 | 2.7% | -2.3 | 49 | -3% | -0.9% | 7% | 1.7%[50 µM] | 6% | -8%
Cc1sc2c(c1C)C(=O)NC(c1ccccc1F)N2 (stereo not given) | i | 41 | 3.3% | -0.8 | 40 | -18% | -0.1% | 37% | -0.8% | 10% | 8%
Cn1c(=O)[nH]c(=O)c2c1nc(Br)n2CCCO | i | 13 | 0.2% | 0.6 | 74 | 5% | 0.4% | 9% | -2.1% | -5% | -3%
CS(=O)(=O)N1CCC(C(=O)Nc2cccc([N+](=O)[O-])c2)CC1 | i | 10 | 2.1% | 2.2 | 37 | 6% | 0.1% | 12% | -0.4% | 5% | 0%
O=C1NC(c2ccc(Cl)cc2)Nc2ccccc21 (stereo not given) | i | 30 | 0.5% | 0.1 | 28 | 9% | -1.3% | 12% | 0.4% | 0% | -6%
COc1ccccc1/C=C/C(=O)OCc1nc2ccccc2c(=O)[nH]1 | i | 46 | 1.7% | 2.8 | 32 | -3% | -0.1% | 5% | -0.6% | 7% | 0%
COc1ccc(NC(=S)N2CCC(N(C)CCN3CCOCC3)CC2)cc1 | i | 40 | -0.2% | 0.4 | 37 | -3% | -0.2% | 24% | 2.0% | 3% | -3%
